MEKK2wt PB1 HTS = modulators of MEK5 binding to wildtype MEKK2, primary screen, biochemical, multiplex bead flow cytometry, Alexa488-MEK5; Mitogen-activated protein kinase kinase kinase 2 (Homo sapiens), Q9Y2U5; AID 1531, 2009; Alexa488-MEK5 binding to MEKK2 WT; actives lie on both sides; binding response (% of control), % at 10 µM; 1.1% of 290,000 active; in the data active means binding response below about 67% or above about 130%
MEKK3 PB1 HTS = modulators of MEKK3-MEK5 PB1 binding, primary screen, biochemical, wildtype MEKK3, multiplex bead flow cytometry, Alexa488-MEK5; Mitogen-activated protein kinase kinase kinase 3 (Homo sapiens), Q99759; bead-based flow cytometry, Alexa488-MEK5 binding to MEKK3; actives lie on both sides; 0 = blocked by unlabeled MEK5, 100 = vehicle; binding response (% of control), % at 10 µM; 1.4% of 290,000 active;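 active means binding response more than 3 SD above or below the average of its plate-row segment, actives on both sides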;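 further: Alexa488 bead fluorescence after subtracting the streptavidin-only scavenger bead signal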
Target sequence (Q99759 whole entry, looked up): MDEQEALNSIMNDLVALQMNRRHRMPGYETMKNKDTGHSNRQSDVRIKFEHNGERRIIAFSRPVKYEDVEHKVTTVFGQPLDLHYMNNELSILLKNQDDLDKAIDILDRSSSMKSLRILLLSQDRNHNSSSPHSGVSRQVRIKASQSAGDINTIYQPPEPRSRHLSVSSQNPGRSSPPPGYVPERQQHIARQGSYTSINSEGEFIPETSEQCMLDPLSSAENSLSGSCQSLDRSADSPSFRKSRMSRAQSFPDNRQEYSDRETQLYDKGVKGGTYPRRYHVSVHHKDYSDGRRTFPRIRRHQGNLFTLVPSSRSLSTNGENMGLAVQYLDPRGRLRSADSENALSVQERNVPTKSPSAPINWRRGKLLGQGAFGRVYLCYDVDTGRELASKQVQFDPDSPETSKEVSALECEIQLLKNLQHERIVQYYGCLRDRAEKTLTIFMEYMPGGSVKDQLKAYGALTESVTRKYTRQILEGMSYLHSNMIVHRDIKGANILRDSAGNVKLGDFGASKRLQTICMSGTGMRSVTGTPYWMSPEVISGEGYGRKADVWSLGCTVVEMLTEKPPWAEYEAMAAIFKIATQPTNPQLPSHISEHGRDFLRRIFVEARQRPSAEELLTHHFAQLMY
IDE cell activ = human IDE activators in live cells, primary screen, fluorescence polarization, HEK cells, FAbeta-B substrate; Insulin-degrading enzyme (Homo sapiens), P14735; FAbeta-B cleavage; 0% vehicle, 100% cell-free pure enzyme wells; activation, % at 5.96 µM; 0.073% of 340,000 active; AID 493087, 2011;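 active means activation above the mean of all tested compounds plus 3 SD, set per screening campaign, cut at about 17% in these data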
UBC9 SUMO inh = inhibitors of in vitro SUMOylation cascade, primary screen, biochemical, HTRF, uHTS; HTRF SUMOylation assay, SAE1/SAE2 + UBC9; inhibition, % at 35 µM; 0.36% of 290,000 active; in the data active means inhibition above about 50%, passing the limit was not always enough; further: strong numbers were not always called active
Target sequence (P63279 whole entry, looked up): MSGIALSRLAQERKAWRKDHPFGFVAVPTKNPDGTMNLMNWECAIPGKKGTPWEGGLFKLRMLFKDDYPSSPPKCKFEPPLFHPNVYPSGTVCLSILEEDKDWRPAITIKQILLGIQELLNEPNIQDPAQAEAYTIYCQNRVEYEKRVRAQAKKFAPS
IDE inh = human IDE inhibitors in live cells, primary screen, fluorescence polarization, HEK cells, FAbetaB substrate; Insulin-degrading enzyme (Homo sapiens), P14735; FAbetaB cleavage; inhibition, % at 5.59 µM; 0.41% of 320,000 active;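 active means percent inhibition above the average of all tested compounds plus 3 SD, set per screening campaign, cut at about 16% in these data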;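 further: IDE supplied by intact live HEK cells; FP after avidin binding of uncleaved biotin substrate so inhibition keeps polarization high; 0% = DMSO wells and 100% = 60 µM reference IDE inhibitor Ii1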
M18AAP inhibitor = PfM18AAP inhibitors, malaria aminopeptidase, primary screen, biochemical, QFRET, recombinant enzyme; M18 aspartyl aminopeptidase (Plasmodium falciparum 3D7); H-Glu-NHMec fluorogenic cleavage; inhibition, % at 7.35 µM; 1.2% of 290,000 active;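 active means inhibition above the campaign mean inhibition over all tested compounds plus 3 SD, cut at about 28% in these data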;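 further: 0% = plate median of test compound wells and 100% = 2 mM ZnCl2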
MEKK2 mut-MEK5 = MEK5 binding signal on mutant MEKK2 PB1, primary screen, biochemical, multiplex bead flow cytometry, Alexa488-MEK5 | Alexa488-MEK5 binding to MEKK2 mutant | percent response, % at 10 µM | 0.35% of 290,000 active; in the data active means percent response above about 24%, passing the limit was not always enough; further: inactives centre near 1; some results filed as inactive read as strong as hits; reference of the scale not given here
NALP1 inh = NALP1 inflammasome inhibitors in reconstituted yeast, colorimetric, S. cerevisiae, triplicate retest; S. cerevisiae NALP1/ASC/caspase-1 growth, X-gal OD620, 72 h; inhibition, % at 10 µM; 0.61% of 280,000 active; in the data active means inhibition mostly above about 24%, no sharp cut-off; inactive means mostly below about 32%; further: some compounds called inactive have numbers as strong as hits
p-CIP stab down = p/CIP-EGFP fusion destabilizers, primary screen, fluorescence, F442A cells. Q05BA5. 16 h. decrease of EGFP signal, % at 10 µM. 0.01% of 290,000 active. AID 1984, 2009;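 active means EGFP signal decrease of at least 30% at 10 µM or well 3 SD below plate mean, unless failing retest; inactive means the rest, including hits failing retest or dose response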; further: some compounds called inactive have numbers as strong as hits; many of its hits are not listed in these tables
The depositor's hits bear a star.

Results for C/C(=N\Nc1ccccn1)c1ccc(OC(F)F)cc1 ?
MEKK2wt PB1 HTS: 102.0; MEKK3 PB1 HTS: 101.0; IDE cell activ: 1.0; UBC9 SUMO inh: 8.5; IDE inh: 3.2; M18AAP inhibitor: -0.6; MEKK2 mut-MEK5: -1.0; NALP1 inh: 3.8; p-CIP stab down: -3.3

How did CCOC(=O)C(Cc1ccccc1)C(=O)NCc1ccccc1 (stereo not given) do in these assays?
MEKK2wt PB1 HTS: 109.0; MEKK3 PB1 HTS: 110.0; IDE cell activ: 0.1; UBC9 SUMO inh: 8.9; IDE inh: -1.7; M18AAP inhibitor: -13.2; MEKK2 mut-MEK5: 11.0; NALP1 inh: 7.8; p-CIP stab down: -8.6

What do the screens show for `COc1ccccc1NC(CC(=O)c1ccccc1)C(=O)OCC(=O)c1ccc(C)cc1` (stereo not given)?
MEKK2wt PB1 HTS: 111.0; MEKK3 PB1 HTS: 104.0; IDE cell activ: 1.6; UBC9 SUMO inh: -19.1; IDE inh: 10.7; M18AAP inhibitor: -7.5; MEKK2 mut-MEK5: 16.0; NALP1 inh: 38.3; p-CIP stab down: -3.4

Results for CSc1nc2ccc(S(=O)(=O)N3CCCC3)cc2s1 ?
MEKK2wt PB1 HTS: 101.0; MEKK3 PB1 HTS: 101.0; IDE cell activ: -3.0; UBC9 SUMO inh: 10.6; IDE inh: -0.4; M18AAP inhibitor: 5.7; MEKK2 mut-MEK5: 2.0; NALP1 inh: 12.9; p-CIP stab down: 2.1

How did O=[N+]([O-])c1ccc(Sc2ccccn2)nc1 do in these assays?
MEKK2wt PB1 HTS: 104.0; MEKK3 PB1 HTS: 103.0; IDE cell activ: 4.8; UBC9 SUMO inh: 22.9; IDE inh: -0.4; M18AAP inhibitor: -6.4; MEKK2 mut-MEK5: 2.0; NALP1 inh: 34.0; p-CIP stab down: -9.4

What do the screens show for `O=C(O)CSc1nc2ccc(C(=O)c3ccccc3)cc2[nH]1`?
MEKK2wt PB1 HTS: 97.0; MEKK3 PB1 HTS: 98.0; IDE cell activ: 3.9; UBC9 SUMO inh: 19.1; M18AAP inhibitor: -1.3; MEKK2 mut-MEK5: -1.0; NALP1 inh: 15.7; p-CIP stab down: 4.5

Results for O=C(c1ccc(S(=O)(=O)c2ccccc2Cl)c([N+](=O)[O-])c1)N1CCCCCC1 ?
MEKK2wt PB1 HTS: 104.0; MEKK3 PB1 HTS: 108.0; IDE cell activ: 6.5; UBC9 SUMO inh: 4.6; IDE inh: 6.1; M18AAP inhibitor: -1.6; MEKK2 mut-MEK5: 0.0; NALP1 inh: 20.7; p-CIP stab down: -2.3

What do the screens show for `CCN1CCN(C(C)C(=O)Nc2c(C)n(C)n(-c3ccccc3)c2=O)CC1` (stereo not given)?
MEKK2wt PB1 HTS: 102.0; MEKK3 PB1 HTS: 101.0; IDE cell activ: 3.8; UBC9 SUMO inh: 22.3; IDE inh: 5.6; M18AAP inhibitor: 0.9; MEKK2 mut-MEK5: 8.0; NALP1 inh: 8.2; p-CIP stab down: -20.4

How did CCCOc1ccc(-c2c(C(=O)N/N=C/c3ccccc3OCC)nnn2-c2nonc2N)cc1 do in these assays?
MEKK2wt PB1 HTS: 94.0; MEKK3 PB1 HTS: 99.0; IDE cell activ: -0.6; IDE inh: -1.5; M18AAP inhibitor: -13.1; MEKK2 mut-MEK5: -7.0; NALP1 inh: 27.0; p-CIP stab down: -10.5

Results for Cc1cc(NC(=O)CSc2nc3cc(C(=O)NCCCOC(C)C)ccc3c(=O)n2Cc2ccco2)no1 ?
MEKK2wt PB1 HTS: 84.0; MEKK3 PB1 HTS: 81.0; IDE cell activ: -2.9; UBC9 SUMO inh: 50.5*; IDE inh: -0.8; M18AAP inhibitor: -2.7; MEKK2 mut-MEK5: -2.0; NALP1 inh: 3.9; p-CIP stab down: 14.9

What do the screens show for `CN(C)S(=O)(=O)c1cccc(NC(=O)CSc2cccc3cccnc23)c1`?
MEKK2wt PB1 HTS: 98.0; MEKK3 PB1 HTS: 102.0; IDE cell activ: -1.5; UBC9 SUMO inh: 14.3; IDE inh: 2.9; M18AAP inhibitor: 13.3; MEKK2 mut-MEK5: 2.0; NALP1 inh: 9.1; p-CIP stab down: -10.7

How did CC(C)c1ccc(OCC(=O)NNC(=S)NC(=O)c2cccs2)c(Br)c1 do in these assays?
MEKK2wt PB1 HTS: 104.0; MEKK3 PB1 HTS: 101.0; IDE cell activ: 3.1; UBC9 SUMO inh: -69.9; IDE inh: -3.9; M18AAP inhibitor: 1.5; MEKK2 mut-MEK5: 5.0; NALP1 inh: -2.9; p-CIP stab down: -2.9

How did Cc1cc(NC(=O)c2cc(-c3cccs3)on2)nn1Cc1ccc(Cl)cc1 do in these assays?
IDE cell activ: 2.3; UBC9 SUMO inh: 13.6; IDE inh: -1.7; M18AAP inhibitor: 5.0; NALP1 inh: -5.2; p-CIP stab down: -8.6

Results for CCOc1ccc(S(=O)(=O)NCCCN2CCOCC2)c2ccccc12 ?
MEKK2wt PB1 HTS: 109.0; MEKK3 PB1 HTS: 103.0; IDE cell activ: -0.7; UBC9 SUMO inh: 12.1; IDE inh: 2.4; M18AAP inhibitor: -4.8; MEKK2 mut-MEK5: 7.0; NALP1 inh: 13.5; p-CIP stab down: -6.0

How did CCOC(=O)CCCCCNC(=O)c1ccc(F)cc1F do in these assays?
MEKK2wt PB1 HTS: 100.0; MEKK3 PB1 HTS: 106.0; IDE cell activ: 1.3; IDE inh: 2.0; MEKK2 mut-MEK5: 2.0

Results for Cc1nc2ccc(NC(=O)NCCO)cc2s1 ?
MEKK2wt PB1 HTS: 108.0; MEKK3 PB1 HTS: 105.0; IDE cell activ: -1.9; UBC9 SUMO inh: 26.1; IDE inh: 2.1; M18AAP inhibitor: -4.3; MEKK2 mut-MEK5: 7.0; NALP1 inh: 6.6; p-CIP stab down: 6.5

What do the screens show for `CCOc1ccc2nc(NCCCO)[nH]c2c1`?
MEKK2wt PB1 HTS: 100.0; MEKK3 PB1 HTS: 99.0; IDE cell activ: 8.4; UBC9 SUMO inh: 9.1; IDE inh: 2.8; M18AAP inhibitor: -9.8; MEKK2 mut-MEK5: -2.0; NALP1 inh: -0.3; p-CIP stab down: -25.8

How did CC(C)(C)[C@@H]1C=C(C(=O)N2CCOCC2)O[C@H](OCc2ccc(CO)cc2)C1 do in these assays?
MEKK2wt PB1 HTS: 99.0; MEKK3 PB1 HTS: 97.0; IDE cell activ: 0.2; UBC9 SUMO inh: 16.0; IDE inh: -1.2; M18AAP inhibitor: -8.2; MEKK2 mut-MEK5: -3.0; NALP1 inh: -5.8; p-CIP stab down: 1.2

Results for Cc1ccc(C(=O)CNc2ccc(Br)cc2)cc1 ?
MEKK2wt PB1 HTS: 98.0; MEKK3 PB1 HTS: 98.0; IDE cell activ: 5.1; UBC9 SUMO inh: 11.7; IDE inh: 6.2; M18AAP inhibitor: -0.4; MEKK2 mut-MEK5: -1.0; NALP1 inh: 5.9; p-CIP stab down: 1.3

What do the screens show for `c1ccc(-n2c(-c3cccs3)nc3nc4ccccc4nc32)cc1`?
MEKK2wt PB1 HTS: 88.0; MEKK3 PB1 HTS: 96.0; IDE cell activ: 1.8; UBC9 SUMO inh: 12.2; IDE inh: -6.5; M18AAP inhibitor: 0.7; MEKK2 mut-MEK5: 0.0; NALP1 inh: 38.3; p-CIP stab down: -3.7

What do the screens show for `COC(=O)C(Cc1c[nH]c2ccccc12)NC(=O)c1cncc(Br)c1` (stereo not given)?
MEKK2wt PB1 HTS: 102.0; MEKK3 PB1 HTS: 103.0; IDE cell activ: 2.1; UBC9 SUMO inh: -7.0; IDE inh: 0.0; M18AAP inhibitor: 5.4; MEKK2 mut-MEK5: -2.0; NALP1 inh: 24.4; p-CIP stab down: 6.9

What do the screens show for `CC1(C(=O)Nc2cccc(C(F)(F)F)c2)CO1` (stereo not given)?
MEKK2wt PB1 HTS: 95.0; MEKK3 PB1 HTS: 101.0; UBC9 SUMO inh: 1.2; IDE inh: -0.5; M18AAP inhibitor: -7.8; MEKK2 mut-MEK5: -2.0; NALP1 inh: 6.0; p-CIP stab down: 0.5

How did O=C1Nc2ncccc2OC1CCO (stereo not given) do in these assays?
MEKK2wt PB1 HTS: 112.0; MEKK3 PB1 HTS: 106.0; IDE cell activ: 6.3; UBC9 SUMO inh: 19.0; IDE inh: -0.5; M18AAP inhibitor: 0.3; MEKK2 mut-MEK5: 4.0; NALP1 inh: 8.9; p-CIP stab down: -5.9

Results for O=C(CN1C(=O)C2CCc3[nH]c4ccccc4c3C2C1=O)N1CCCC1 (stereo not given) ?
MEKK2wt PB1 HTS: 115.0; MEKK3 PB1 HTS: 115.0; IDE cell activ: 3.4; UBC9 SUMO inh: 22.4; M18AAP inhibitor: -1.3; MEKK2 mut-MEK5: 15.0; NALP1 inh: 17.8; p-CIP stab down: -5.1

What do the screens show for `COc1ccc(C)cc1-n1nnnc1SCC(=O)N1CCC(C(=O)Nc2nccs2)CC1`?
MEKK2wt PB1 HTS: 65.0; MEKK3 PB1 HTS: 61.0; IDE cell activ: -2.6; UBC9 SUMO inh: -6.8; IDE inh: 1.1; M18AAP inhibitor: -7.8; MEKK2 mut-MEK5: -16.0; NALP1 inh: -4.6; p-CIP stab down: -20.9

Results for Cc1nc(C)c(CC(=O)N2CCc3c([nH]c4ccccc34)C2c2ccccn2)s1 (stereo not given) ?
MEKK2wt PB1 HTS: 97.0; MEKK3 PB1 HTS: 99.0; IDE cell activ: 3.6; UBC9 SUMO inh: 6.7; IDE inh: 2.7; M18AAP inhibitor: 5.3; MEKK2 mut-MEK5: -2.0; NALP1 inh: 5.4; p-CIP stab down: -7.7

What do the screens show for `C=CCn1c(CNC(=O)CCC)nc2ccccc21`?
MEKK2wt PB1 HTS: 105.0; MEKK3 PB1 HTS: 102.0; IDE cell activ: -0.3; IDE inh: 6.7; M18AAP inhibitor: 2.7; MEKK2 mut-MEK5: 4.0

How did Cc1c(Cl)cccc1NC(=O)Nc1ccn(C)n1 do in these assays?
MEKK2wt PB1 HTS: 97.0; MEKK3 PB1 HTS: 95.0; IDE cell activ: 0.9; UBC9 SUMO inh: 5.5; IDE inh: -3.1; M18AAP inhibitor: -1.2; MEKK2 mut-MEK5: 2.0; NALP1 inh: 8.0; p-CIP stab down: 1.3

Results for CCOc1ccc(-c2nc(S(=O)(=O)c3ccccc3)c(N3CCOCC3)o2)cc1 ?
MEKK2wt PB1 HTS: 88.0; MEKK3 PB1 HTS: 82.0; IDE cell activ: -0.1; UBC9 SUMO inh: 1.5; IDE inh: -2.0; M18AAP inhibitor: -1.1; MEKK2 mut-MEK5: -5.0; NALP1 inh: -3.4; p-CIP stab down: -5.1

Some of the compounds tested. The share of hits here may be higher or lower than overall.
